# Screening data: PubChem, The Scripps Research Institute Molecular Screening Center
# M1 ag parental = M1 agonist counterscreen hit in parental CHO-K1 cells | activation, % at 3 µM | Fluo-8 calcium fluorescence; scaled to maximal ATP response, vehicle zero | AID 602248 | 360,000 tested, 0.48% active; in the data active = activation above about 15%;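 also: untransfected CHO-K1 host cells lacking M1 receptor as counterscreen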
# OXTR potentiator = potentiators of human oxytocin receptor | P30559 | CHO-OTR cells, Fluo-8 calcium fluorescence, potentiator mode; 0% = oxytocin EC15, 100% = EC100 | activation, % at 3 µM | 320,000 tested, 0.061% active;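 active = activation above that plate's cutoff, the mean activation of tested compounds plus 3 SD, cut at about 6.6% in these data, passing the limit was not always enough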;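 also: 100% uses oxytocin at 75 nM as the full agonist control; some results filed as inactive read as strong as hits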
# Target sequence (P30559 whole entry, looked up): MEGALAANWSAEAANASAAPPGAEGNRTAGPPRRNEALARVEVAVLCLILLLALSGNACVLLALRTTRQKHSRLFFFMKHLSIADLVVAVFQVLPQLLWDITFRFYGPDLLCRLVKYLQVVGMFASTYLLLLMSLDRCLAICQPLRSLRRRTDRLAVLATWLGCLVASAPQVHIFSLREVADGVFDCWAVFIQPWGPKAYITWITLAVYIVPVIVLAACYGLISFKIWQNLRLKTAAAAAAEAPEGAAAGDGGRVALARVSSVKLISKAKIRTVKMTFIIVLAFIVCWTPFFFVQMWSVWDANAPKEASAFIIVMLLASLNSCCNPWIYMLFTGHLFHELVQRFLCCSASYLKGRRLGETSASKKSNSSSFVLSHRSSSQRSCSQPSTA
#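 Assay system: CHO cell line stably expressing human OTR. Reagent: EC15 oxytocin agonist. Dosing: single dose, 3.0 µM nominal final compound concentration. Timing: compound 6 min at room temperature before oxytocin, 100 s read. Signal: kinetic Fluo-8 calcium fluorescence. Controls: oxytocin EC15 low and EC100 high.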
# CHRM1 agonist = agonists of human M1 muscarinic receptor; P11229; CHO-K1 hM1, Fluo-8 calcium fluorescence, agonist mode; 0% DMSO, 100% acetylcholine EC100; activation, % at 3 µM; 360,000 tested, 0.33% active; AID 588814;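 active = activation above the run's mean compound activation plus 3 SD, cut at about 16% in these data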;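 also: peak over basal fluorescence ratio within a 140 s kinetic read after compound addition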
# CHRM4 antagonist = blocks acetylcholine activation of human M4 receptor | P08173 | CHO-hM4 cells, ACh EC80, Fluo-8 calcium fluorescence | inhibition, % at 3 µM | 360,000 tested, 0.73% active | AID 624125;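 active = inhibition above its plate's cutoff, the mean inhibition of sample wells plus 3 SD, cut at about 27% in these data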;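 also: 0% = acetylcholine EC80 with DMSO and 100% = DMSO without agonist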
# Target sequence (P08173 whole entry, looked up): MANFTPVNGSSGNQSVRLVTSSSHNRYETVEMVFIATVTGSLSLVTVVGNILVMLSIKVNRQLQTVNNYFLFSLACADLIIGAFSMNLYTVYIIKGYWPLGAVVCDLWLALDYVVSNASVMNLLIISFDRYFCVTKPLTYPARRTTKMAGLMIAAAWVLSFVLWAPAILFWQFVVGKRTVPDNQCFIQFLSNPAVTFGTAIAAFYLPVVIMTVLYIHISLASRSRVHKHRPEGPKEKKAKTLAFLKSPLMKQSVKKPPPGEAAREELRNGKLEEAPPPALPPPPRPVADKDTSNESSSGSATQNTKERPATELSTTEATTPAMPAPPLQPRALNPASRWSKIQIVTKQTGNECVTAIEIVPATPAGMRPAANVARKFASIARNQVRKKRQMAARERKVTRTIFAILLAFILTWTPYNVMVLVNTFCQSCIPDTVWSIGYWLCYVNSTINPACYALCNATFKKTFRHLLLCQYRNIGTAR
# CHO-K1 Ca antag = M1 antagonist counterscreen hit in parental CHO-K1 cells | AID 602250 | inhibition, % at 3 µM | ATP-induced calcium, Fluo-8 fluorescence | 360,000 tested, 0.6% active;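 active = inhibition above a per-plate cutoff, the plate's mean sample inhibition plus 3 SD, cut at about 24% in these data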;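 also: 0% = DMSO plus EC80 ATP and 100% = DMSO alone without ATP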
# CHO parental Ca = counter-screen: ATP calcium response change in parental CHO cells | parental CHO-K1, ATP-induced calcium, Fluo-8 fluorescence | inhibition, % at 5.6 µM | 330,000 tested, 0.63% active | AID 463079;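 active = inhibition above that plate's mean sample inhibition plus 3 SD, cut at about 26% in these data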;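 also: 0% = ATP-challenged DMSO wells and 100% = DMSO wells without ATP; some compounds past the cut are filed as inactive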
#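 Measured by: calcium-sensitive Fluo-8 fluorescence / Test system: CHO parental line / Controls: ATP-challenged DMSO wells low, unchallenged DMSO wells high / Measure: % inhibition / Compound: single nominal dose of 5.6 µM per compound / Replicates: single well per compound, no replicates / Reagent: ATP as calcium-mobilizing challenge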
# M4 ag = CHRM4 agonism in calcium assay | CHO-K1 hM4/Gqi5, Fluo-8 calcium fluorescence; vehicle 0%, full acetylcholine response 100% | P08173 | 360,000 tested, 0.14% active | activation, % at 3 µM;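 active = activation above the run mean over all test wells plus 3 SD, cut at about 32% in these data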;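 also: peak over basal fluorescence ratio per well then scaled between controls; 0% = DMSO wells and 100% = acetylcholine at EC100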
# CHRM1 antagonist = blocks human M1 muscarinic receptor. inhibition, % at 3 µM. 360,000 tested, 1.3% active. CHO-K1 hM1, Fluo-8 calcium fluorescence, ACh EC80 antagonist. AID 588852. P11229;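 active = percent inhibition above its own plate's cutoff, namely the mean of that plate's compound wells plus 3 SD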;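 also: peak over basal fluorescence ratio during 140 s after agonist addition; 0% = ACh EC80 plus DMSO and 100% = DMSO alone without agonist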
# M1 PAM = positive allosteric modulators of human M1 muscarinic receptor; activation, % at 3 µM; CHO-K1 hM1, Fluo-8 calcium fluorescence, ACh EC20; 0% = ACh EC20, 100% = maximal ACh; 360,000 tested, 0.088% active; AID 588819; P11229; in the data active = activation above about 19%, passing the limit was not always enough
# * hit, by the source's call; nt = no result given.
SMILES,M1 ag parental,OXTR potentiator,CHRM1 agonist,CHRM4 antagonist,CHO-K1 Ca antag,CHO parental Ca,M4 ag,CHRM1 antagonist,M1 PAM
CCc1nnc(SCC(=O)Nc2nnc(C)s2)n1CC1CCCO1 (stereo not given),0.2,-10,-2,5,-1,-8,0,-3,1
CC(C)CNC(=S)NNC(=O)c1ccco1,0.1,-3,-2,3,2,0,1,-7,-2
CCOC(=O)c1csc(CCNC(=O)c2ccccc2)n1,1.7,nt,1,-7,-13,nt,2,-20,7
CC1(C)CC(=O)C2=C(C1)Oc1nc3ccccc3cc1C2C(C#N)C#N (stereo not given),1.0,-16,-3,2,-14,-1,1,-13,8
O=C(N1CCOCC1)N1CCCC(c2nc(-c3cccs3)no2)C1 (stereo not given),2.4,0,-5,13,-26,-13,2,-10,8
NNC(=O)c1cc2c(s1)CCCCCC2,-0.1,-16,-3,-2,9,-29,-1,-12,3
Cn1c(=O)c2c(-c3ccccc3)n(-n3cnnc3)cc2n(C)c1=O,0.7,-12,-4,0,-5,6,2,-10,8
O=C1C2C3C=CC(CC3)C2C(=O)N1c1cccc(C(F)(F)F)c1 (stereo not given),-0.1,-1,1,-2,6,-9,1,-6,11
COCCCNC(=O)c1c[nH]c2ccc(S(=O)(=O)N3CCC(C)CC3)cc2c1=O,-0.5,-16,0,7,-3,8,1,-5,7
CCOc1cc(/C=C/c2nc3ccccc3c(=O)[nH]2)ccc1O,2.8,-9,-3,3,-9,-10,4,3,5
CC(=O)Nc1ccc(S(=O)(=O)N2CCN(CCc3ccccc3)CC2)cc1,1.7,-7,-1,-3,0,-4,3,-4,3
COc1ccc2cc(C(=O)C3CCCN(C(=O)c4ccnn4C)C3)ccc2c1 (stereo not given),3.9,0,-1,-4,-5,-16,6,-8,3
CC1C(=O)N(Cc2cn(Cc3ccco3)nn2)CCS(=O)(=O)N1Cc1ccc(-c2ccc(Cl)cc2)cc1 (stereo not given),-0.1,nt,-5,-11,28*,nt,7,-4,-1
Cc1ccc(F)cc1NCC(=O)Nc1ccc(Cl)cc1F,2.0,-9,-7,-8,7,-9,1,-5,2
COc1ccc(N2C(=O)CC(N3CCC(c4nc5ccccc5[nH]4)CC3)C2=O)cc1 (stereo not given),0.2,0,-5,5,-12,-12,0,-11,7
Cc1ccc(C(=O)Nc2ccc(S(=O)(=O)N3CCN(C)CC3)cc2)o1,0.0,0,-6,-20,-3,-7,1,-8,2
CC(NCC(=O)NC(=O)NC1CCCC1)c1ccc(Cl)cc1Cl (stereo not given),-0.3,-3,-4,4,4,-20,-1,9,-4
CCOc1ccc(N(CC(=O)Nc2c(C)cc(C)cc2C)C2=NC3CS(=O)(=O)CC3S2)cc1 (stereo not given),-0.5,nt,-6,-2,11,nt,1,14,-7
CC(NC(=O)OCc1ccccc1)C(=O)NCC(=O)NC(Cc1ccc(OC(C)(C)C)cc1)C(=O)OC(C)(C)C (stereo not given),5.7,-9,-2,-5,8,-12,1,-3,-3
CCOC(=O)COc1ccc(S(=O)(=O)NCc2ccco2)cc1,0.4,-3,0,3,-3,-4,1,-27,8
CN(C(=O)c1ccc(NC(=O)Cc2cccc(NC(=O)C3CCCN(S(=O)(=O)c4cccc([N+](=O)[O-])c4)C3)c2)cc1)C1CC1 (stereo not given),-0.3,nt,-6,-18,-7,nt,0,-11,10
CCCCCc1ccc(C(=O)CCC(=O)OCC(=O)N(CC)c2c(N)n(Cc3ccccc3)c(=O)[nH]c2=O)cc1,0.1,nt,-5,-1,1,nt,1,-7,5
O=C(COC(=O)c1ccc2ncsc2c1)Nc1ccc(OC(F)(F)F)cc1,0.4,-9,-3,17,4,25,4,-6,9
COc1ccc(/C=N\NC(=O)c2ccccc2Br)cc1COc1ccccc1,7.5,-16,1,-7,-2,-13,9,-5,2
COC(=O)c1cccc(NC(=O)Cc2ccsc2)c1,2.5,-1,-5,0,-4,-1,0,-8,6
CCC(=O)Nc1sc2c(c1C(N)=O)CCN(Cc1ccccc1)C2,4.2,-4,1,-16,24,-17,6,4,-1
CC1CN(S(=O)(=O)c2ccc(C(=O)N(CCCN(C)C)c3nc4cc5c(cc4s3)OCCO5)cc2)CC(C)O1 (stereo not given),1.6,-1,-6,-1,-10,-6,1,-22,5
COc1ccc([C@H]2/C=C\CN(C(=O)C3CCCC3)[C@@H](C)C(=O)N2Cc2ccc(F)cc2)cc1,0.8,-11,-5,6,-6,-13,6,8,-15
COc1ccc(S(=O)(=O)N2CCOCC2)cc1NC(=O)c1cc2c(s1)CCCC2,2.1,-6,-4,1,-6,-12,1,-4,9
CC(O)c1nc2ccccc2n1CCCOc1ccccc1 (stereo not given),1.1,-10,-1,1,-6,-12,3,-12,9
O=c1c(S(=O)(=O)c2ccc(Cl)cc2)cn(Cc2cccc(F)c2)c2ccc(F)cc12,-0.3,-9,-8,-4,-12,-4,1,-4,7
CN1C(=O)[C@H](Cc2ccc([N+](=O)[O-])cc2)NC1=S,2.4,-5,-1,-7,-16,4,3,-16,4
O=c1c(Cc2c(F)cccc2Cl)c(O)ccn1C1CCCCCC1,0.8,-3,-3,7,-12,-15,1,10,-7
Nc1nonc1-n1nnc(C(=O)N/N=C/c2ccc(OCc3ccccc3)cc2)c1COc1ccc(F)cc1,0.2,-1,-1,-5,-16,-10,0,-32,6
O=S(=O)(c1cccs1)N1CCC(CO)(Cc2cccc(F)c2)CC1,3.8,-12,-6,1,-12,13,3,-6,8
CC(=O)Oc1ccc(C2=Cc3ccc(OC(C)=O)cc3OC2C)cc1 (stereo not given),0.9,nt,-2,-14,-8,nt,11,-6,-2
C[C@]12CCC(=O)C=C1CC[C@@H]1[C@@H]2[C@@H](O)C[C@]2(C=O)[C@@H](C(=O)CO)CC[C@@H]12,-0.2,-4,-3,6,-7,6,2,-28,3
Cc1ccc(C(=O)NC2CCS(=O)(=O)C2)cc1S(=O)(=O)N1CCCC1 (stereo not given),0.7,5,-3,5,-8,-13,0,0,2
Cc1ccc(S(=O)(=O)Nc2ccccc2C(O)c2ccccc2)cc1 (stereo not given),10,-22,2,-3,4,-15,8,8,-6
CCN(CC)C(=O)[C@H]1C[C@H](CC(=O)NCc2ccco2)C(=O)N2CCc3c([nH]c4cc(-c5ccco5)ccc34)[C@]12C,0.5,nt,-5,4,-16,-33,0,3,-2
CCn1c(N)c(C(=O)N2CCOCC2)sc1=S,0.7,2,-3,-13,-18,-7,2,3,3
CN(C(=O)Cc1c[nH]c2ccccc12)C(C(=O)Nc1ccc2c(c1)OCO2)c1ccccc1 (stereo not given),4.2,-14,-2,-2,-8,-22,16,8,-3
Cc1nc2ccccc2c2oc(C(=O)NCC3CCCO3)cc12 (stereo not given),10,-7,-5,2,-3,-10,5,7,2
Cc1ccc2[nH]c(=O)c(CN(Cc3cccnc3)C(=O)c3ccncc3)cc2c1,0.2,-5,-1,13,-9,-4,0,-7,10
O=c1c2sccc2nc(SCc2cc(=O)n3cc(Cl)ccc3n2)n1-c1ccc(F)cc1,15*,-6,-3,3,-7,-4,0,11,-7

# A few values from the results shown:
# `CN1C(=O)[C@H](Cc2ccc([N+](=O)[O-])cc2)NC1=S` – CHRM1 antagonist = -16
# `Nc1nonc1-n1nnc(C(=O)N/N=C/c2ccc(OCc3ccccc3)cc2)c1COc1ccc(F)cc1` – M1 PAM = 6

# The list goes on.
SMILES,M1 ag parental,OXTR potentiator,CHRM1 agonist,CHRM4 antagonist,CHO-K1 Ca antag,CHO parental Ca,M4 ag,CHRM1 antagonist,M1 PAM
COC(=O)Nc1nn(-c2ccc(OC)cc2)c(=O)c(C#N)c1C,1.6,-14,-6,-5,-14,-11,5,3,1
CCOC(=O)c1c(NC(=O)CN2C(=O)NC(C)(c3ccc(OC(F)F)cc3)C2=O)sc(C)c1C (stereo not given),9.2,-11,18*,18,6,30,18,14,13
Cc1ncc(CO)c(/C=N/Nc2ccc(C(F)(F)F)cn2)c1O,0.7,1,-2,11,-15,-5,2,-5,0
Cc1ccc(-c2cn3cc([N+](=O)[O-])ccc3n2)cc1,-0.9,-3,-7,-3,-13,-21,-3,-7,1
CCN(CC(=O)Nc1ccc(NC(C)=O)cc1)C(=O)c1ccc(Sc2nncn2C)c([N+](=O)[O-])c1,0.3,nt,-7,3,-5,nt,0,-5,0
O=C(Cc1cccs1)N[C@@H]1c2ccccc2CC[C@@H]1OCc1ccccc1,1.2,nt,-6,2,1,-17,-1,-9,5
CC1(C)CC(=O)CC2(C1)NCC(c1ccccc1)c1c2[nH]c2ccccc12 (stereo not given),3.5,-13,-4,4,-15,-16,11,0,-4
O=C1/C(=C/c2ccccc2)N=C(N2CCOCC2)N1c1cccc(Cl)c1,3.3,-10,-1,10,-7,-2,13,13,0
O=C(NCC(c1ccco1)N1CCCC1)c1cc2ccccc2s1 (stereo not given),0.6,-3,-7,0,-12,-10,2,-7,9
Cc1cc(N/N=C/c2ccccc2)nc(N)n1,-0.1,2,-3,-5,21,-6,1,11,2
O=[N+]([O-])c1ccc(OCCO)nc1,2.6,-6,-1,-7,-13,15,0,-8,4
CN1CCN(CCC(=O)Nc2ccc(C3CCCC3)cc2)CC1,1.7,-4,-6,1,-21,-16,3,-3,6
O=C(CCc1nc(-c2ccccc2)no1)Nc1cc(C(F)(F)F)ccc1Cl,0.5,-11,-1,5,-7,-20,-2,1,-1
O=C(CNC(=O)c1ccccc1)Oc1ccc([N+](=O)[O-])cc1,4.0,2,-2,3,-10,-3,4,1,0
Cc1ccccc1NC(=O)CN1C(=O)NC2(CCCCCCC2)C1=O,3.3,nt,-2,-16,-8,nt,2,-15,10
CCOC(=O)C1CCCN(C(=O)c2cc(-c3ccc(C)cc3)on2)C1 (stereo not given),1.4,-10,-5,-5,20,-17,2,9,-7
C[C@@H]1CN([C@H](C)CO)C(=O)c2cc(Br)cnc2O[C@@H]1CN(C)C(=O)C1CCOCC1,0.9,nt,-5,-11,-11,nt,0,-6,1
CCOC(=O)c1ccc(NC(=O)CCNS(=O)(=O)c2cccs2)cc1,2.7,-8,-4,-5,-6,-22,2,-15,7
CCOC1=C2[C@@H](CN(S(=O)(=O)c3ccc(C)cc3)[C@H]2c2ccccc2Cl)[C@H]2C(=O)N(Cc3ccccc3)C(=O)[C@H]2C1,1.5,nt,-6,-7,0,nt,1,-8,10
Cc1nc(N2CCN(c3ccccn3)CC2)c2c(C)c(C(=O)Nc3ccc(F)cc3Cl)sc2n1,-0.4,-5,-3,0,-11,-17,1,10,-9
CCOc1ccc2[nH]c(=O)c(CN(Cc3cccs3)C(CC)c3nnnn3C(C)(C)CC)cc2c1 (stereo not given),-0.1,nt,-3,3,-10,nt,0,-26,3
